A549 tox – counter-screen for Nrf2 inhibitors: cytotoxicity in A549 cells; Potency, µM (series often up to 46 µM), inactives show at the top dose activity change, negative = cytotoxicity, most hits filed as inhibitors; actives 0.16% (n = 390,000); A549 ARE-Fluc cells, CellTiter-Fluor viability, 18-24 h; note: potency is the fitted concentration of half-maximal effect; % is set by controls: 0 for no effect and ±100 for the full control effect
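Cytotoxicity counterscreen: CellTiter-Fluor fluorescence was measured in A549 ARE_Fluc cells after 18-24 h of compound exposure in a concentration series. The subsequent BugLite luminescent read reports ARE-luciferase activity.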
HepG2 tox – kills HepG2 cells in TGF-b inhibitor counter-screen; Potency, µM (highest dose often 46.1 µM), inactives show top-dose activity change, negative = cytotoxicity, hits mostly cytotoxic; actives 0.76% (n = 410,000); HepG2 CAGA-GFP viability, ATP luminescence, 18 h; note: potency is the fitted concentration of half-maximal effect; some results filed as inactive show a strong effect at the top dose
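HepG2 CAGA-GFP cells (1000/well, DMEM with 1% FBS) received compound, then TGF-beta at 500 pg/mL final, and were incubated 18 hours at 37 degrees C. Viability was read by CellTiter-Glo luminescence. Media-only wells were set as complete cell-killing and DMSO as no toxicity.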
Nrf2 block – inhibitors of Nrf2 signaling. Potency, µM (doses to about 46 µM), for inactives: at the top dose activity change, negative = inhibition, actives largely listed as inhibitors. A549 ARE-Fluc reporter, luciferase luminescence, 18-24 h. actives 2.1% (n = 360,000); note: potency is the fitted concentration of half-maximal effect; % is set by controls: 0 for no effect and ±100 for the full control effect; nearly all actives have a fitted effect of over 60% in size
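A549 ARE_Fluc cells, 5000/well, 5% FBS OPTI-MEM; compounds in dose-response, 18-24 h at 37 °C/5% CO2; CellTiter-Fluor viability read (Ex 405/Em 525), then BugLite luciferase luminescence = Nrf2 activity.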
ATXN viability – viability counter-screen for ATXN expression inhibitors; Potency, µM (titrated, usually from 56.7 µM), hits mostly cytotoxic; S2 cells (HEK-293 line with an ATXN2-luciferase reporter) viability, CellTiter-Fluor protease fluorescence, 24 h; actives 0.49% (n = 400,000); note: potency is the fitted concentration of half-maximal effect; nearly all actives have a fitted effect of over 40% in size
TGFb inhibitor – inhibitors of TGF-b signaling; HepG2 CAGA-GFP TGF-b/SMAD3 reporter, GFP fluorescence, 18 h; TGF-beta stimulated, 500 pg/mL final; Potency, µM (top dose mostly 46.1 µM), without a hit: at the highest dose activity, negative = inhibition, most hits filed as inhibitors; actives 1.2% (n = 410,000); note: potency is the fitted concentration of half-maximal effect; % is set by controls: 0 for no effect and ±100 for the full control effect; nearly all actives have a fitted effect of over 65% in size
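HEPG2 CAGA-GFP, 1000 cells/well; 2 h settle, 37 C; cpd via pin tool; TGF-b 500 pg/mL final; 18 h, 37 C; GFP imaging ex488/em500-530; %Activity normalised to -TGF-b and +DMSO controls; CRC fit, curve class.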
Nrf2 ARE act – Nrf2 pathway activation; actives 0.31% (n = 410,000); AREc32 ARE-luciferase reporter (MCF7-derived line), luminescence, 24 h; Potency, µM (top dose mostly 46.1 µM), without a hit: at the top dose activation, usual class: activators; note: potency is the fitted concentration of half-maximal effect; % of control where 0% means no effect; nearly all actives have a fitted effect of over 65% in size
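AREc32 cells carrying an ARE-driven firefly luciferase reporter were seeded at 1000 cells/well in OPTI-MEM with 5% FBS, then exposed to compound for 24 hr at 37 deg C. Luminescence was read with Steady-Glo after 30 min at RT.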
IL-1B inflam inh – blocks inflammasome-driven IL-1 beta release; THP-1 LPS/ATP IL-1B secretion, AlphaLISA, 16 h; active compounds read low; activity change, % at 57.5 µM; actives 4.7% (n = 360,000); in the data active = activity change below about -50%; inconclusive = mostly about -30% to -49%; note: % is set by controls: 0 for no effect and ±100 for the full control effect
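Secreted IL-1B measured by AlphaLISA bead assay after 16 h compound exposure of THP-1 cells; compounds (final up to 57.5 uM) added 1 h before LPS (250 ng/mL) and ATP (1.25 mM) stimulation; lower signal means less secretion.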
ATXN2 expr inh – inhibitors of ATXN2 expression; actives 0.72% (n = 360,000); Potency, µM (doses to about 57 µM), without a hit: top-dose activity change, negative = inhibition, usual class: inhibitors; AID 1745845; HEK-293 ATXN2-luciferase reporter, luminescence, 24 h; note: potency is the fitted concentration of half-maximal effect; % is set by controls: 0 for no effect and ±100 for the full control effect; nearly all actives have a fitted effect of over 55% in size
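qHTS (up to 57 uM final) was run with 24 h compound exposure of reporter cells at 37 °C. Each well was multiplexed: SteadyGlo luminescence measured ATXN2-luciferase expression after a fluorogenic Gly-Phe-AFC viability readout (25 uM final).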
MCF10A rereplic – induces DNA re-replication in MCF 10a normal breast cells; actives 2.9% (n = 350,000); AID 624296; MCF 10A DNA re-replication, Hoechst nuclear intensity, 48 h; Potency, µM (top dose mostly 46.1 µM), for inactives: at the top dose activity, positive = re-replication, actives largely listed as activators; note: potency is the fitted concentration of half-maximal effect; % of control where 0% means no effect; nearly all actives have a fitted effect of over 50% in size
The depositor's hits bear a star; i = inactive; ? = inconclusive; . = not tested or not shown; & = joins results of further samples; [ ] = remark or other dose. Unless noted, calls come from the whole dose curve; as a rule, active = well fitted curve in the direction sought with a large enough effect; inconclusive = small, poorly fitted or top-dose-only effect, or another doubt; inactive = no such curve, though single readings can be large; an effect the other way counts as inactive or inconclusive.

SMILES,Nrf2 ARE act,A549 tox,TGFb inhibitor,MCF10A rereplic,IL-1B inflam inh,ATXN viability,HepG2 tox,Nrf2 block,ATXN2 expr inh
O=C(CSC1CS(=O)(=O)c2cc([N+](=O)[O-])ccc21)NNC(=O)c1ccccc1 (stereo unspecified),?,1%,?,?,-8,i,-72%,2%,11%
COc1ccc2c(CN3CCN(c4ccccc4OC)CC3)cc(=O)oc2c1,-0.5%,.,2%,.,-8,i,0%,.,-11%
COc1cc(/C=N\NS(=O)(=O)c2ccccc2)cc(OC)c1OC,-0.1%,-4%,7%,-2%,19,.,-8%,-5%,.
O=[N+]([O-])c1cc(/C=N/O)ccc1SCc1ccccc1Cl,-0.6%,?,-7%,?,-6,i,-46%,?,-30%
O=C(NCCc1ccc2c(c1)OCCO2)c1cc(S(=O)(=O)N2CCCC2)ccc1Cl,3.9%,-6%,?,0%,11,i,-6%,-15%,0%
O=C(Cn1c(=O)oc2ccccc21)NCc1ccccc1Cl,5.0%,3%,0%,.,.,.,1%,.,.
O=[N+]([O-])c1ccccc1S(=O)(=O)NCc1ccco1,0.5%,-2%,-2%,-43%,-3,i,0%,-9%,3%
CN(C)c1ccc(C2OC(=O)C3(CCCC3)C(=O)C2(C)C)cc1 (stereo unspecified),0.0%,3%,0%,4%,-6,i,-11%,4%,-2%
Cc1ccc(NC(=S)NNC(=O)CCn2cc(C)cn2)cc1,0.4%,-4%,0%,2%,21,i,3%,20%,3%
O=c1c2ccccc2n2c(-c3ccc(F)c(F)c3)nnc2n1CCc1ccccc1,0.4%,-3%,-14%,.,.,i,-8%,-2%,7%
O=[N+]([O-])c1cccnc1Oc1cc(Cl)c(Cl)cc1Cl,2.3%,.,-2%,.,0,i,-30%,.,.
CC(C)(C)c1ccc(OCC(=O)Nc2c(C(=O)c3ccc(F)cc3)oc3ccccc23)cc1,0.5%,-7%,-2%,.,.,i,1%,11%,7%
CN(C)CCC(c1ccccc1)c1ccccn1 (stereo unspecified),0.2%&-0.1%&-0.3%,4%&-2%&-1%,1%&33%&21%,-14%&-1%&10%&18%,-20&-1&4,i,-3%&2%&-1%,-23%&-6%&-4%,-6%&5%&6%&0%
CCCN(C(=O)CSc1nnnn1-c1ccccc1OC)C1CCS(=O)(=O)C1 (stereo unspecified),-0.3%,-1%,3%,3%,-13,i,-4%,-10%,-2%
Cc1ccc(C(O)c2ncc(-c3ccc(Cl)cc3)[nH]2)cc1F (stereo unspecified),-0.1%[9.22 µM],.,-16%,.,-4,i,-32%,.,3%
COc1ccc(OC)c(NC(=O)CSc2nnc3ccc(-c4ccncc4)nn23)c1,-0.2%,-5%,-8%,-6%,0,?,-2%,-16%,13%
O=C(O)c1cc(-c2ccccn2)n[nH]1,-0.5%,-4%,21%,5%,31,.,1%,-15%,.
COc1cc2cc(CCCO)oc(=O)c2cc1OC,-1.1%,-5%,27%,?,1,i,0%,-9%,1%
CCn1c(=O)cc(OCC(=O)N2CCN(c3ccc(OC)cc3)CC2)c2ccccc21,13%,0%,?,.,.,i,-28%,-27%,-1%
Cc1ccc(S(=O)(=O)N(C)c2ccc(C(=O)Nc3ccc(C)cn3)cc2)cc1,2.1%,-23%,-8%,?,?,i,-7%,12µM*,-24%
C1=C(c2sc3ccccc3c2-c2ccc(OCCN3CCOCC3)cc2)CCCC1,0.4%,-2%,-6%,?,15,i,-4%,3%,3%
Cc1ccc(-c2noc(-c3nnn(CC(=O)Nc4ccc(C)cc4Cl)c3N)n2)cc1,0.5%,1%,.,.,.,.,-14%,18%,.
C=CCn1c(N2CCCCCC2)nc2c1c(=O)n(C)c(=O)n2C,0.3%,-4%,-25%,0%,12,i,-1%,?,1%
O=C(OCC(O)COC(=O)c1cccnc1)c1cccnc1,-1.2%,7%,-14%,-6%,14,i,-12%,0%,.

Some of these compounds in order of length of the SMILES, descending.
SMILES,Nrf2 ARE act,A549 tox,TGFb inhibitor,MCF10A rereplic,IL-1B inflam inh,ATXN viability,HepG2 tox,Nrf2 block,ATXN2 expr inh
Cc1ccc(-c2noc(-c3nnn(CC(=O)Nc4ccc(C)cc4Cl)c3N)n2)cc1,0.5%,1%,.,.,.,.,-14%,18%,.
Cc1ccc(S(=O)(=O)N(C)c2ccc(C(=O)Nc3ccc(C)cn3)cc2)cc1,2.1%,-23%,-8%,?,?,i,-7%,12µM*,-24%
C1=C(c2sc3ccccc3c2-c2ccc(OCCN3CCOCC3)cc2)CCCC1,0.4%,-2%,-6%,?,15,i,-4%,3%,3%

Further structures:
SMILES,Nrf2 ARE act,A549 tox,TGFb inhibitor,MCF10A rereplic,IL-1B inflam inh,ATXN viability,HepG2 tox,Nrf2 block,ATXN2 expr inh
CN(C(=O)c1cccc(NC(=O)Cc2ccc(NC(=O)C3CCCN(C(=O)C4CC4)C3)cc2)c1)C1CCCCC1 (stereo unspecified),0.3%,0%,0%,10%,5,i,-6%,-17%,2%
Cc1nc(SCC(N)=O)c([N+](=O)[O-])[nH]1,0.3%,?,-8%,2%,-1,i,-2%,0%,-1%
COC(=O)c1ccc(CNC(=O)COC(=O)COc2ccc(OC)cc2)cc1,-0.5%,0%,-3%,-2%,0,i,7%,0%,.
COc1cccc(NC(=O)c2ccc3c(=O)n4nc(Nc5ccccc5OC)sc4nc3c2)c1,-1.1%,1%,-5%,.,.,i,-10%,3%,-11%
CN1CCN(C(=O)c2cc3c(C(F)(F)F)nn(C)c3s2)CC1,-0.4%,-7%,0%,-14%,11,i,5%,9%,3%
CCOc1ccc(OCC)c(NC(=O)CN2CCC(NC(=O)c3cccc(F)c3)CC2)c1,-0.7%,-4%,?,?,-12,?,-29%,-24%,-20%
CCOC(=O)c1sc(NS(=O)(=O)c2ccc(C)cc2)nc1C,-0.2%,-3%,-2%,0%,18,i,1%,.,2%
Cc1ccccc1C(=O)N1CCC(C(=O)OCC(=O)Nc2cccc([N+](=O)[O-])c2C)CC1,-0.6%,2%,-28%,-1%,10,i,2%,15%,9%
CCN1CCCC1CNS(=O)(=O)c1c(C)cc(C)cc1C (stereo unspecified),-0.3%,8%,-5%,-4%,-9,i,-17%,-10%,?
O=C(Nc1ccc(C(=O)N2CCOCC2)cc1)Nc1cccc(C(F)(F)F)c1,0.4%,-2%,-7%,11%,-10,?,5%,-28%,-19%
O=C(CSc1nnc(Cc2ccccc2)o1)N1CCCc2ccccc21,0.4%,-4%,6%,3%,-13,i,-35%,-4%,-2%
Cc1ccc(-n2c3c(cc(C(=O)NC4CCSC4=O)c2=O)C(=O)CC(C)(C)C3)cc1 (stereo unspecified),0.4%,-3%,1%,-14%,13,i,0%,4%,-1%
CCOc1cccc(N(C(=O)Cc2cccs2)C(C(=O)NC2CCCCC2)c2cccn2C)c1 (stereo unspecified),2.2%,-1%,-11%,-6%,-1,?,-25%,-17%,-12%
CCOC(=O)c1cc(/C(C)=N/OC(=O)c2ccc(Cl)cc2)on1,3.9%,1%,5%,-5%,16,i,-1%,3%,-12%
Cc1cccc(NC(=O)CSc2nc(=O)n(Cc3ccncc3)c3c2CCC3)c1C,-0.1%,1%,-23%,.,.,i,-2%,.,13%
O=C(Cc1ccc(Cl)cc1)NCCS(=O)c1ccc(Cl)cc1 (stereo unspecified),2.1%,2%,-22%,-1%,4,i,-10%,.,2%
O=C(CNC(=O)c1ccc(Cl)cc1Cl)OCC(=O)N1CCCC1=O,0.3%,-5%,?,-4%,9,?,2%,5%,2%
CCOC(=O)N1CCN(C(=O)CSc2nc3c([nH]c4ccccc43)c(=O)n2CC)CC1,4.9%,-3%,?,15%,-9,?,-38%,?,9%
CC(=O)OCC1=C(C(=O)O)N2C(=O)C(NC(=O)c3ccc(COc4ccc(Cl)cc4)o3)C2SC1 (stereo unspecified),7.2%,-2%,-15%,23%,?,i,-14%,1%,-13%
CCC(C)n1c(=O)c2sccc2n2c(CCCC(=O)NCc3ccccc3Cl)nnc12 (stereo unspecified),0.6%,-1%,-15%,.,.,.,-19%,1%,.
Cc1ccc(N(Cc2ccccc2O)C(=O)c2ccccc2F)cc1,-0.7%,28%,-26%,3%,0,i,-24%,0%,2%
Cc1ccc(S(=O)(=O)c2nc(-c3ccccc3)oc2N2CCCCCC2)cc1,4.1%,-2%,-15%,.,.,i,-18%,-23%,-28%
COc1ccc(S(=O)(=O)NN(C)C)cc1N(C)S(=O)(=O)c1ccc(Cl)cc1,-0.9%,-3%,1%,-8%,14,?,0%,5%,-1%
CCOc1ccc2ccccc2c1/C=N/NC(=O)c1ccc(C)nc1,3.8%,2%,0%,2%,-2,?,-6%,6%,.
COc1ccccc1CN(C)C(=O)c1cnc(C)cn1,0.4%,1%,-8%,-3%,6,i,-14%,4%,.
CCCCNc1nccnc1-c1cccc(C=O)c1,-1.4%,.,19%,.,40,i,-10%,.,12%
O=C(O)c1cccc(NS(=O)(=O)c2ccc3c(c2)C(=O)c2ccccc2C3=O)c1,0.4%,0%,1%,8%,0,i,11%,4%,.
CC(=O)NC(Cc1ccccc1)C(=O)NC(Cc1ccccc1)C(=O)O (stereo unspecified),-0.9%,-6%,-4%,1%,-1,i,2%,4%,.
OC(CNCC1CCCO1)COc1ccc(OCC(O)CNCC2CCCO2)cc1 (stereo unspecified),-1.1%,-11%,12%,-3%,17,?,-2%,7%,-2%
COc1cc(Cl)c(C)cc1NC(=O)CN1CCN(C(=O)c2cccs2)CC1,-0.3%,.,-2%,.,-19,i,-18%,.,.
